Screens from PubChem BioAssay.
human PMI inhibition – inhibitors of human PMI, primary screen, biochemical, fluorescence intensity, coupled assay (AID 1209); purified PMI enzyme, coupled fluorescence intensity; higher % means a stronger effect; inhibition, % at 20 µM; hits with a dose series show IC50 in µM; hit rate 0.42% among 190,000;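 further: plate controls were DMSO vehicle for no effect and wells lacking substrate for full effect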
TNAP activators – human TNAP enzyme activators, primary screen, biochemical, luminescent, no phosphate acceptor, uHTS (AID 1001); purified TNAP, luminescent activation assay, no phosphate acceptor; higher activation fold means a stronger effect; activation fold at 20 µM; hits with a dose series show EC50 in µM; hit rate 0.03% among 200,000; in the data active means activation fold from about 3, or a potency from the dose series; inactive means the rest, 99 in 100 with activation fold below about 1.6; further: many of its hits are not listed in these tables
XIAP antagonists – small molecules displacing peptide from XIAP – biochemical, IAP family, fluorescence polarization (AID 1018); XIAP BIR domain, fluorescence polarization peptide displacement; higher % means a stronger effect; displacement, % at 20 µM; hits with a dose series show IC50 in µM; hit rate 0.007% among 200,000; in the data active means displacement above about 50%; further: a part of the inactive calls stands beside numbers as strong as those of hits
M17LAP inhibition – P. falciparum M17LAP inhibitors, primary screen, biochemical, fluorogenic H-Leu-NHMec substrate, 1536-well (AID 1619). recombinant M17LAP, H-Leu-NHMec fluorogenic kinetic assay; higher % means a stronger effect. inhibition, % at 30 µM, or IC50 in µM where a hit was titrated. hit rate 0.38% among 220,000;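 active means compound inhibiting the enzyme by more than half at any dose during confirmatory dose-response retesting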;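 further: plate controls were full reaction with DMSO carrier for no effect and no enzyme background for full effect; strong numbers were not always called active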
Yfh1-depleted yeast – mitochondrial function rescue without frataxin homolog – Friedreich's ataxia, plus single-dose screen, dose response (AID 1465); S. cerevisiae Yfh1-off respiration, WST-1 reduction, 72 h; higher fold induction means a stronger effect; one-dose fold induction at 50 µM; EC50 in µM for titrated hits; hit rate 0.074% among 220,000;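 active means fold induction of absorbance versus untreated yeast above a set limit, then at least 30% activation at any dose in follow-up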;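 further: activators that raise dye reduction in frataxin-depleted yeast; strong numbers were not always called active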
human PMI inhibitors – human PMI inhibitors, high substrate, primary screen, biochemical, fluorescence intensity, high mannose 6-phosphate (AID 1220). recombinant PMI enzyme, coupled fluorescence intensity; higher % means a stronger effect. inhibition, % at 20 µM, or IC50 in µM where a hit was titrated. hit rate 0.66% among 190,000
LYP phosphatase – PTPN22 lymphoid phosphatase activity blockers – biochemical, fluorescence intensity, uHTS (AID 1779); inhibition, % at 11.5 µM, or IC50 in µM where a hit was titrated; recombinant LYP phosphatase, fluorescence intensity; higher % means a stronger effect; hit rate 0.054% among 290,000;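 further: plate controls were vehicle with enzyme for no effect and no enzyme for full effect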
P. falciparum M1AAP – malaria alanyl aminopeptidase activity blockers – biochemical, fluorogenic H-Leu-NHMec substrate, 1536-well (AID 1445); hit rate 0.42% among 220,000; recombinant M1AAP, H-Leu-NHMec fluorogenic kinetic assay; higher % means a stronger effect; inhibition, % at 30 µM; hits with a dose series show IC50 in µM;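 active means primary inhibition above the hit cutoff, then over 50% inhibition at one or more dose response concentrations, cut at about 23% in these data, passing the limit was not always enough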;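 further: plate controls were DMSO full reaction for no effect and no enzyme background for full effect; strong numbers were not always called active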
WT yeast gro inh – growth inhibition of WT yeast, mitochondrial fusion screen. mitochondrial fusion phenotypic screen, WT strain. inhibition, % at 10 µM. hit rate 2.1% among 190,000; in the data active means inhibition above about 58%; tested in S. cerevisiae
WT yeast gro inh mutant strain – further read-out of WT yeast gro inh, marked with its call; inhibition, %; mitochondrial fusion phenotypic screen, mutant strain inhibition
The depositor's hits bear a star; i = inactive; . = not tested or not shown. Unless noted, no stated cut-off is given here; in the data, active means inhibition above about 50%; inactive means the rest.

Every second line gives: human PMI inhibition	TNAP activators	XIAP antagonists	M17LAP inhibition	Yfh1-depleted yeast	human PMI inhibitors	LYP phosphatase	P. falciparum M1AAP	WT yeast gro inh	WT yeast gro inh mutant strain
[1] CC1=CCC2([N+](=O)[O-])CN(CC(=O)O)CC1([N+](=O)[O-])C2 (stereo not given)
  8%	1.1	-3.2%	7%	i	8%	-6%	0%	-7	-23
[2] COCCCNC(=O)/C(C#N)=C/c1ccc(OCC(=O)O)c(OC)c1
  2%	0.9	-8.3%	13%	i	15%	0%	17%	11	2
[3] COc1cc(NC(=O)C/C(C)=N/NC(=O)c2cccs2)c(OC)cc1Cl
  -6%	1.1	-3.9%	16%	i	-7%	-5%	3%	-15	-5
[4] CC(C)(C)OC(=O)N[C@@H](Cc1ccccc1)C(=O)N1CCC(C(=O)O)CC1
  -3%	1.1	-1.1%	40%	i	-4%	-7%	19%	-14	-4
[5] O=C(CNC(=O)c1ccc(F)cc1)Nc1ccccc1C(F)(F)F
  .	.	.	-11%	i	.	-5%	-1%	.	.
[6] CCOC(=O)c1c(C)[nH]c(C(=O)CSc2ccc(Cl)cc2)c1C
  13%	1	-3.5%	-3%	i	6%	1%	4%	8	0
[7] Cc1cc2cc(C)c(NCCNC(=O)c3ccccc3)nc2cc1C
  6%	1	13%	-13%	i	8%	-10%	2%	26	27
[8] CCCCCCOc1ccc(N2C(=O)CC(SC(=NCC)NCC)C2=O)cc1 (stereo not given)
  -12%	1.1	-2.2%	9%	i	-8%	-9%	6%	-6	-6
[9] O=C(/C=C/c1ccc2c(c1)OCO2)c1ccco1
  7%	1.1	-1.2%	7%	i	2%	-5%	7%	-13	-5
[10] CCn1cc(-c2cc(C(=O)O)c3ccccc3n2)cn1
  -24%	1.1	-4.4%	-2%	i	-16%	0%	10%	31	31
[11] CCC(Sc1nc2ccccc2c(=O)[nH]1)C(=O)O (stereo not given)
  10%	1.1	-4.0%	9%	i	2%	-5%	1%	-12	-2
[12] COc1ccccc1CNC(=O)CN1C(=O)CSc2ccc(S(=O)(=O)N3CCCC3)cc21
  6%	1	-8.8%	5%	i	8%	-2%	10%	-2	4
[13] OC(COc1ccccc1)Cn1c2ccccc2c2ccccc21 (stereo not given)
  18%	1.1	1.3%	-4%	i	8%	3%	-1%	80*	51*
[14] C=CCOC(=O)C1=C(C)N=c2s/c(=C3\C(=O)N(CC(=O)O)c4ccccc43)c(=O)n2C1c1ccc(OC)cc1 (stereo not given)
  .	.	.	34%	i	.	8%	18%	.	.
[15] O=C(Cc1cccc2ccccc12)Nc1ccc2c(c1)C(=O)NC2=O
  -5%	1	-7.2%	0%	i	-1%	2%	-5%	-3	-3
[16] CN(C)/C=N/C(=S)Nc1ccc(F)cc1
  5%	1	-5.3%	9%	i	-2%	-2%	7%	-10	12
[17] CCCOC(=O)c1ccc(Cl)c(NC(=O)c2ccc(-c3ccccc3)cc2)c1
  2%	1.1	-4.6%	-1%	i	-9%	-7%	0%	17	18
[18] CCc1cccc2c(C(=O)CSc3nncn3C)c[nH]c12
  -10%	1.1	-3.6%	6%	i	-2%	-1%	2%	-10	-5
[19] CCCCN(C)C(=O)c1nc2ccccn2c1CNCCCn1nnc2ccccc21
  7%	1.1	-5.2%	1%	i	6%	3%	3%	9	6
[20] Cc1nc(NC2=NCN(Cc3cccnc3)CN2)nc2ccccc12
  -4%	0.9	-7.0%	.	.	4%	-6%	.	.	.
[21] CCOC(=O)N1CCN(S(=O)(=O)c2ccc(C)cc2)C1
  .	.	.	4%	i	.	-7%	6%	.	.
[22] CSc1sc(C(=O)NC(=O)NCc2ccncc2)c(C)c1-c1ccon1
  .	.	.	-5%	i	.	-6%	-7%	.	.
[23] O=C(CN1CCSc2ccccc21)NCCCc1ccccc1
  -8%	1.1	-5.2%	15%	i	1%	-3%	-1%	-4	-15
[24] O=C(NC1CC2CCC(C1)N2C(=O)NCc1ccccc1)NC12CC3CC(CC(C3)C1)C2 (stereo not given)
  -12%	1	-4.2%	0%	.	-3%	-10%	1%	3	10
[25] Cn1c(=O)c(C(=O)Nc2cnccn2)c(O)c2ccccc21
  23%	1.1	-3.3%	.	.	14%	-2%	.	.	.
[26] COC(=O)c1[nH]c2cccc(OC)c2c1NC(=O)CN1CCOCC1
  -4%	1.1	-3.5%	-3%	i	-1%	5%	4%	11	-8
[27] OCc1nc2ccccc2n1CC(O)COc1ccccc1 (stereo not given)
  -1%	1	-6.7%	11%	i	2%	-7%	4%	0	3
[28] Cc1cc(C)c(S(=O)(=O)N2CCOC2CNC(=O)C(=O)NCc2cccnc2)c(C)c1 (stereo not given)
  -10%	1.1	-7.5%	-4%	i	-7%	-3%	0%	3	-7
[29] COc1ccc(N(C)C(=O)c2cc3c(s2)-c2ccccc2S(=O)(=O)C3)cc1
  .	.	.	10%	i	.	-3%	4%	.	.
[30] CC(C)(C)c1ccc(OC(=O)c2cccnc2)cc1
  4%	1.1	-11%	2%	i	4%	-8%	-3%	29	39

(list continues)
No.	SMILES	human PMI inhibition	TNAP activators	XIAP antagonists	M17LAP inhibition	Yfh1-depleted yeast	human PMI inhibitors	LYP phosphatase	P. falciparum M1AAP	WT yeast gro inh	WT yeast gro inh mutant strain
31	CCCn1nnc(NC(=O)COc2ccc(CC)cc2)n1	6%	1.1	0.1%	-5%	i	4%	-8%	-1%	-18	-16
32	O=C(Cn1cnc2c(cnn2-c2ccc(F)cc2)c1=O)OCc1ccccc1	12%	1.1	-4.5%	0%	i	4%	-6%	-2%	-12	20
33	O=C(C1=NN[C@@H]2C(=O)N(Cc3ccccc3)C(=O)[C@H]12)c1ccc(F)cc1	.	.	.	5%	i	.	-3%	1%	.	.
34	CCCc1c(C)[nH]c2ccc(NC(C)=O)cc2c1=O	5%	1.1	-7.4%	-3%	i	1%	-8%	6%	69*	-17*
35	Cc1ccc(C)n1-n1cnc2sc3c(c2c1=O)CCC3	-4%	0.9	-3.8%	13%	i	-1%	3%	6%	-2	-1
36	COC(=O)c1cn(NC(=O)Cc2ccc(Cl)cc2)c(=O)c2ccccc12	22%	1.1	-6.4%	10%	i	10%	-2%	-2%	9	4
37	COC(=O)C1=C(C)NC2=C(C(=O)CC(C)(C)C2)C1c1cnn(C)c1C (stereo not given)	-11%	1	-5.1%	-84%	i	-8%	-6%	-2%	-4	-23
38	Nc1cc2nn(-c3ccccc3)nc2cc1Cl	69%*	1.1	-4.3%	5%	i	.	3%	19%	6	4

In the list so far, these contain a Cl atom.
No.	SMILES	human PMI inhibition	TNAP activators	XIAP antagonists	M17LAP inhibition	Yfh1-depleted yeast	human PMI inhibitors	LYP phosphatase	P. falciparum M1AAP	WT yeast gro inh	WT yeast gro inh mutant strain
3	COc1cc(NC(=O)C/C(C)=N/NC(=O)c2cccs2)c(OC)cc1Cl	-6%	1.1	-3.9%	16%	i	-7%	-5%	3%	-15	-5
6	CCOC(=O)c1c(C)[nH]c(C(=O)CSc2ccc(Cl)cc2)c1C	13%	1	-3.5%	-3%	i	6%	1%	4%	8	0
17	CCCOC(=O)c1ccc(Cl)c(NC(=O)c2ccc(-c3ccccc3)cc2)c1	2%	1.1	-4.6%	-1%	i	-9%	-7%	0%	17	18
36	COC(=O)c1cn(NC(=O)Cc2ccc(Cl)cc2)c(=O)c2ccccc12	22%	1.1	-6.4%	10%	i	10%	-2%	-2%	9	4
38	Nc1cc2nn(-c3ccccc3)nc2cc1Cl	69%*	1.1	-4.3%	5%	i	.	3%	19%	6	4

Remaining list, next part:
No.	SMILES	human PMI inhibition	TNAP activators	XIAP antagonists	M17LAP inhibition	Yfh1-depleted yeast	human PMI inhibitors	LYP phosphatase	P. falciparum M1AAP	WT yeast gro inh	WT yeast gro inh mutant strain
39	O=C(NCc1ccco1)c1cnc2sccn2c1=O	0%	0.9	-4.7%	-3%	i	6%	3%	8%	2	8
40	CC(=O)N/C(N)=N/c1nc(=O)c2ccccc2s1	.	.	.	-2%	i	.	-3%	7%	.	.
41	COc1cc(CNCc2ccccn2)ccc1OCC(=O)NC1CCCCC1	-12%	1.1	0.2%	5%	i	-12%	0%	11%	-10	23
42	CCOC(=O)N1CCN(C(=O)NC23CC4CC(CC(C4)C2)C3)CC1	17%	1.1	-6.9%	9%	i	12%	-1%	-5%	-9	0
43	O=C(N1CCOCC1)N1CCOCC1	-2%	1.1	-3.5%	1%	i	0%	-6%	2%	-23	-26
44	CCOC(=O)CSc1nnc(CNC(=O)c2ccc(OC)c(OC)c2)n1C	-4%	1.1	-6.4%	2%	i	4%	-2%	-2%	0	9
45	Cc1ccc([N+](=O)[O-])cc1S(=O)(=O)NCCc1c(C)[nH]c2c(C)cccc12	1%	1.2	-1.1%	-6%	i	-3%	1%	5%	-15	10
46	Cn1nnnc1SCc1ccc([N+](=O)[O-])cc1	5%	1.3	-3.6%	14%	i	-9%	1%	5%	-6	16
47	O=C(Nc1ccc2nc3n(c(=O)c2c1)CCCCC3)c1ccccn1	8%	1	-1.4%	19%	i	9%	-8%	9%	9	0
48	O=C(CCc1ccccc1)NNC(=O)Nc1ccccc1	-6%	1.1	-3.3%	-2%	i	-3%	-12%	2%	-3	12
49	C=C(C(=O)O)C(CCCCCC)C(=O)O (stereo not given)	2%	1	-8.7%	-3%	i	36%	1%	6%	9	13
50	Cc1ccc(NC(C)C(=O)N/N=C/c2c[nH]c3ccccc23)cc1 (stereo not given)	8%	1.2	-3.0%	6%	i	14%	-1%	8%	-23	-18
51	O=C(c1ccc(C(=O)N2CCN(c3ccccc3F)CC2)nc1)N1CCN(c2ccccc2F)CC1	.	.	.	6%	i	.	-9%	-2%	.	.
52	O=C(CS(=O)(=O)Cc1ccccc1)NCc1ccc2c(c1)OCO2	3%	1.1	-7.7%	16%	i	5%	-2%	1%	-2	15
53	CCOc1ccc(NC(=O)CSc2nnc(C)n2Cc2ccccc2)cc1	-1%	1.2	-2.4%	17%	i	-5%	-6%	8%	-18	10
54	O=C(c1ccccc1)N1CCN(S(=O)(=O)N2CCCCC2)CC1	10%	1	-2.4%	2%	i	5%	-2%	1%	11	7
55	C/C(=N\NS(=O)(=O)c1ccc(C)cc1)c1ccc(Br)s1	10%	1.1	-6.7%	8%	i	8%	-4%	-1%	29	10
56	Cc1nn(C)c(N)c1C(O)(c1nccn1C)C(F)(F)F (stereo not given)	-6%	1	-2.2%	-6%	.	-8%	-4%	5%	4	9
57	CCCCN(CC)CCNC(=O)CCC(=O)Nc1ccc2nc(N3CCN(C)CC3)cc(C)c2c1	27%	1.1	-17%	-9%	i	58%*	-15%	5%	2	13

Rows were taken by chance; about 3.7% have a hit in one of these screens.
